# Source: PubChem
# HP1b chromo inh: HP1-beta chromodomain-methylated histone interaction inhibition. P83916. AlphaScreen HP1-beta / biotin-H3K9me3 peptide binding. Potency, µM (doses to about 114 µM), without a hit: at the top dose activity change, negative = inhibition, hits mostly inhibitors. 390,000 compounds, 0.56% hits. AID 540317; further: potency means the concentration at half of the fitted maximal effect; nearly all actives have a fitted effect of over 70% in size; inactives centre near 23
# Target sequence (P83916 whole entry, looked up): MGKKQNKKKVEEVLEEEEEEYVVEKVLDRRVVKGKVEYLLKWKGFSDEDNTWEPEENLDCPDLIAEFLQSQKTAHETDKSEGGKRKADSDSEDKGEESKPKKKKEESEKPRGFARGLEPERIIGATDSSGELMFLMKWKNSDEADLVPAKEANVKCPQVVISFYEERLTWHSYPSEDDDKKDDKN
#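 Compound inhibition of the preformed complex between 50 nM HP1-beta and 50 nM biotinylated H3K9me3 peptide was read by AlphaScreen. Buffer was PBS pH 7.4 with 0.01% Tween-20. Incubations ran 30 min at room temperature, with 10 ug/mL donor/acceptor beads.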
# Pin1 inh: inhibitors of human Pin1. Q13526. Pin1 FP peptide displacement, HiFluor488, 10 min. Potency, µM (doses to about 115 µM), for the others: at the top dose activity, negative = inhibition, hits mostly inhibitors. 390,000 compounds, 0.009% hits; active means well fitted inhibition curve with a large enough effect in the polarisation, with a control signal flat, not every such curve was filed as active; inconclusive means small, poorly fitted or top-dose-only effect, or effect the other way, or a change in a side signal; inactive means no such curve, though single readings can be large or run the other way; the % refers to the polarisation; further: potency means the concentration at half of the fitted maximal effect; on the % scale 0 is the no-effect control and ±100 the full control effect
# GLS inhibitor: blocks human kidney-isoform glutaminase activity; GLS enzymatic activity, qHTS titration; 410,000 compounds, 0.21% hits; Potency, µM (highest dose often 45.5 µM), for inactives: at the highest dose activity change, negative = inhibition, usual class: inhibitors; O94925; further: potency means the concentration at half of the fitted maximal effect; on the % scale 0 is the no-effect control and ±100 the full control effect
#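 Coupled fluorescence readout: glutamate oxidase/HRP/Amplex Red detect glutamate formed by hKGA from L-glutamine (1 mM solution added). Buffer 45 mM KH2PO4 pH 8.2, 0.02% Tween-20; reads at t0 and 30 min RT.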
# TrxR1 inh: blocks rat thioredoxin reductase 1 | 390,000 compounds, 1% hits | O89049 | AID 588453 | Potency, µM (top dose mostly 114 µM), for inactives: at the top dose activity change, negative = inhibition, usual class: inhibitors | recombinant rTrxR1, NADPH fluorescence consumption, selenite substrate; further: potency means the concentration at half of the fitted maximal effect; on the % scale 0 is the no-effect control and ±100 the full control effect; nearly all actives have a fitted effect of over 65% in size
#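 Rat TrxR1 (90 nM in the dispensed reagent) was pre-reduced with 400 uM NADPH for 5 min at room temperature, then incubated with compound for 15 min. After 400 uM selenite was added, NADPH fluorescence (Ex 340/Em 450 nm) was followed for 8 min.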
# IDH1 R132H inh: inhibitors of human mutant IDH1 R132H; Potency, µM (doses to about 76.6 µM), for inactives: at the top dose activity change, negative = inhibition, usual class: inhibitors; 390,000 compounds, 0.093% hits; O75874; IDH1-R132H enzyme, NADPH consumption, diaphorase/resazurin fluorescence; further: potency means the concentration at half of the fitted maximal effect; on the % scale 0 is the no-effect control and ±100 the full control effect; nearly all actives have a fitted effect of over 65% in size
# Target sequence (O75874 whole entry R132H, stated change not applied): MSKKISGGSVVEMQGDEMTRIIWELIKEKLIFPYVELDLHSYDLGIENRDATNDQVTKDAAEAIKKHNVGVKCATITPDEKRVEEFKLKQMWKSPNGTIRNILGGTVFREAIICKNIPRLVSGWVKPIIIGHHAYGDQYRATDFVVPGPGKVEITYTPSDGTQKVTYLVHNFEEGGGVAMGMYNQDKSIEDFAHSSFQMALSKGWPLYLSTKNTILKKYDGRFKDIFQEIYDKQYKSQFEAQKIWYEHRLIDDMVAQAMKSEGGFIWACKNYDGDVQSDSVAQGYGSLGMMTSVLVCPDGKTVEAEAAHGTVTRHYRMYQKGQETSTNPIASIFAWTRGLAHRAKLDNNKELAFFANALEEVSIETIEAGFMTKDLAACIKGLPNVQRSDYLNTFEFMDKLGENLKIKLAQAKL
#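 IDH1-R132H (0.5 ug/mL) preincubated 30 min with compound, then NADPH (0.016 mM) and alpha-KG (2 mM) added; 80 min at RT, pH 7.5. Remaining NADPH coupled via diaphorase/resazurin to fluorescence (540/590 nm); concentration-response curves normalized to no-enzyme control.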
# PGK inhibitor: T. brucei PGK inhibition. PGK/GAPDH coupled, Kinase-Glo luminescence, 60 min. Potency, µM (highest dose often 57.5 µM), without a hit: top-dose activity change, negative = inhibition, most hits filed as inhibitors. AID 602233. 380,000 compounds, 0.043% hits; further: potency means the concentration at half of the fitted maximal effect; on the % scale 0 is the no-effect control and ±100 the full control effect; nearly all actives have a fitted effect of over 60% in size
#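 Luminescent ATP detection (Kinase-Glo Plus) follows a 60-minute room-temperature incubation, with wells lacking PGK as controls. Buffer: 100 mM TEA (pH 7.6), 5 mM MgCl2, 0.01% Tween-20. Coupling enzyme GAPDH (100 nM final) supplies unstable 1,3-BPG in-well.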
# PI4K2A inh: PI4K2A (human) kinase inhibition; Q9BTU6; purified PI4K2A, ADP-Glo luminescence, 1 h; active compounds read low; activity change, negative = inhibition, % at 76.9 µM; 420,000 compounds, 0.13% hits; in the data active means activity change below about -50%; inconclusive means mostly about -30% to -49%;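 further: -100% = wells without enzyme as full effect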
# Target sequence (Q9BTU6 whole entry, looked up): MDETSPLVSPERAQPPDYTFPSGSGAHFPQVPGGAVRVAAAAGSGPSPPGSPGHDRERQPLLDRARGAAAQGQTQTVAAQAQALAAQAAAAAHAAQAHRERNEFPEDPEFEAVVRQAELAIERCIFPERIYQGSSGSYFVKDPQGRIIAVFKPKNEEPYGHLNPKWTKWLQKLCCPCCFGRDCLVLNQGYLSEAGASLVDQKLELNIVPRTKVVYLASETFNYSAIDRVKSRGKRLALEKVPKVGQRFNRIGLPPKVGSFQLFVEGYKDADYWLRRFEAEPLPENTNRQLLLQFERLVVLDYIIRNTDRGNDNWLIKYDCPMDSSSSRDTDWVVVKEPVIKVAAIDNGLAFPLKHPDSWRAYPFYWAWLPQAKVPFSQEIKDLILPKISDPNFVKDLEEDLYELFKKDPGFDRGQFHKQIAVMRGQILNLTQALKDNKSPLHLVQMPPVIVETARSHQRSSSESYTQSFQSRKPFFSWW
#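 In this quantitative HTS, ADP production by PI4K2A was quantified luminescently after 1 h at ambient temperature; 100 microM adenosine served as plate-quality control.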
# USP1-UAF1 inh: inhibitors of human USP1/UAF1 deubiquitinase. recombinant USP1/UAF1, Ub-Rhodamine cleavage fluorescence. Potency, µM (series often up to 57.1 µM), without a hit: top-dose activity change, negative = inhibition, hits mostly inhibitors. 390,000 compounds, 0.23% hits; further: potency means the concentration at half of the fitted maximal effect; on the % scale 0 is the no-effect control and ±100 the full control effect; nearly all actives have a fitted effect of over 60% in size; inactives centre near -12
#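 Step one: compound is pinned into 1nM USP1/UAF1 in HEPES pH 7.8 buffer with TCEP. Step two: 15 min room-temperature incubation. Step three: Ub-Rho (150nM final) starts cleavage, tracked by fluorescence over six one-minute reads.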
# TrxR1 substrate: is turned over as a substrate by rat TrxR1; purified TrxR1 substrate turnover, NADPH consumption readout; Potency, µM (highest dose often 114 µM), inactives show at the top dose activity change, negative = substrate turnover; 390,000 compounds, 0.01% hits; AID 588456; further: potency means the concentration at half of the fitted maximal effect; on the % scale 0 is the no-effect control and ±100 the full control effect; nearly all actives have a fitted effect of over 50% in size
#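 Rat TrxR1, dispensed at 90 nM, was prereduced with 400 uM NADPH (final) for 5 min at ~22 deg C, then incubated with compound 15 min before 400 uM selenite. A first-read NADPH fluorescence drop versus no-compound background flagged substrates.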
# * hit, by the source's call; i = inactive; ? = inconclusive; . = not tested or not shown; [ ] = remark or other dose. Unless noted, the call rests on the fitted dose curve; in most records, active means well fitted curve in the direction sought with a large enough effect; inconclusive means small, poorly fitted or top-dose-only effect, or another doubt; inactive means no such curve, though single readings can be large; an effect the other way counts as inactive or inconclusive. This is a subset; the hit share may differ from the screen's.
compound	IDH1 R132H inh	PGK inhibitor	TrxR1 substrate	Pin1 inh	TrxR1 inh	PI4K2A inh	USP1-UAF1 inh	GLS inhibitor	HP1b chromo inh
O=C(NCCN1CCOCC1)c1ccc(CS(=O)(=O)Cc2ccccc2F)o1	10.9%	2.2%	-3.8%	-4.1%	-4.4%	-7.3	-9.3%	2.4%	14.9%
COC(=O)c1cccc(S(=O)(=O)N2CCC(NC(=O)NC34CC5CC(CC(C5)C3)C4)CC2)c1	-2.9%	-8.8%	-19.3%	-2.2%	-12.2%	-0.7	-11.2%	2.3%	22.9%
COC(=O)c1ccc(CSc2nc3c(cnn3-c3ccc(C)c(C)c3)c(=O)[nH]2)o1	-2.5%	-9.8%	-5.4%	1.1%	-3.1%	-0.1	-9.2%	6.7%	-1.7%
c1ccc(-c2ncc3c(ccc4ccccc43)n2)cc1	1.1%	-5.6%	4.8%	-4.4%	12.2%	-3.3	-14.0%	-0.5%	35.0%
COc1cc([N+](=O)[O-])ccc1NC(=O)c1nc2ccccc2n(C)c1=O	-10.3%	8.3%	-2.6%	-14.9%	2.2%	-0.2	-31.4%	-6.9%	29.0%
CC1CCCC(NS(=O)(=O)c2cccc3nsnc23)C1C (configuration not stated)	3.3%	-4.8%	-4.8%	-5.6%	13.0%	1.4	-12.3%	-0.4%	7.8%
O=C(N/N=C/c1ccco1)c1ccc(NC(=O)c2ccccc2Cl)cc1	-5.9%	i	5.4%[57.1 µM]	2.6%	10.1%[11.4 µM]	2.6	5.2%	5.4%	12.6%
Cc1ccc(C)c(NC(=O)CSc2ncc3c(n2)-c2ccc(Cl)cc2N(C)S3(=O)=O)c1	4.1%	i	0.0%[57.1 µM]	-5.9%	17.1%[57.1 µM]	-1.4	?	-2.4%	4.5%
Cc1ccc(Cl)cc1NC(=O)CCc1c(C)nc2c3cccnc3nn2c1C	-7.7%	6.2%	28.8%	-5.0%	-3.2%	0.9	-11.2%	0.4%	50.8%[activator]
CC1=C(C(=O)N2CCOCC2)CC(CC(=O)NCc2cccc3ccccc23)C(=O)N1Cc1ccc(F)cc1 (configuration not stated)	16.1%	-10.3%	.	.	.	3.0	-25.2%	-6.9%	.
CCOC(=O)C1CCN(c2c(NCCN3CCN(c4ccccc4)CC3)c(=O)c2=O)CC1	-2.2%	-3.5%	0.0%	-7.8%	5.2%	-2.4	-24.0%	24.7%	36.2%
COC(=O)c1[nH]c2cccc(Cl)c2c1NC(=O)CN1CCCCC1C (configuration not stated)	1.7%	.	2.4%[57.1 µM]	-1.8%	7.0%[57.1 µM]	2.3	-10.3%	5.0%	16.1%
O=C(CNS(=O)(=O)c1ccc(Cl)cc1)NC1CCCCC1	0.2%	i	3.1%	4.6%	17.0%	-24.0	-24.7%	-0.4%	41.1%[activator]
COc1ccc(Cl)cc1NC(=O)c1ccc2c(c1)CCN2S(C)(=O)=O	23.4%	-1.7%	2.9%	24.9%	36.7%[activator]	-3.2	-23.9%	0.9%	58.9%[activator]
Cc1cc(C)cc(N2C(=O)CSC23C(=O)N(CC(N)=O)c2ccccc23)c1 (configuration not stated)	3.4%	-7.9%	5.8%	-8.6%	14.3%	-0.5	-18.1%	2.0%	19.4%
CC(C)c1[nH]nc2c1C(C(C)C)C(C#N)=C(N)O2 (configuration not stated)	3.1%	i	-10.7%	1.1%	-14.9%	3.3	-4.3%	40.9%[activator]	23.8%
COCCCNC(=O)/C=C/c1c(Cl)cccc1Cl	1.2%	2.5%	0.6%	-2.5%	13.1%	-0.6	-20.5%	-0.1%	53.4%[activator]
COc1cccc(CSc2nc3n(n2)C(c2cccc(F)c2)C(C(=O)Nc2ccccc2C)=C(C)N3)c1 (configuration not stated)	11.7%	-10.0%	-8.2%[57.1 µM]	2.8%	4.7%[57.1 µM]	7.3	-18.1%	-5.3%	30.9%
Cc1ccc(NC(=O)c2cc(-c3cc(C)c(C)cc3O)n[nH]2)cc1C	-3.7%	2.6%	1.9%	-1.5%	23.2%	-0.6	-5.8%	0.3%	17.8%
COc1ccc(CCC(=O)NCC23CC4CC(CC(C4)C2)C3)cc1	-7.1%	2.7%	4.8%	1.3%	9.5%	1.4	-9.3%	-11.4%	19.0%
O=C(Cn1cccc1C(=O)c1ccccc1)NCCN1CCOCC1	-1.0%	1.7%	-15.5%	1.1%	-17.8%	6.2	-13.5%	1.2%	35.1%
Cc1ccc(S(=O)(=O)N2CCN(Cc3cccnc3)CC2)cc1	5.1%	-8.9%	4.4%	-2.4%	10.9%	-2.9	-24.7%	6.3%	31.0%
CCOC(=O)Cc1nnc(-c2ccccc2)o1	8.6%	i	-0.7%	-5.5%	4.1%	-2.1	-6.5%	-0.8%	67.4%[activator]
Cc1ccc(C2c3c(oc4cc(C)c(C)cc4c3=O)C(=O)N2CCCN2CCOCC2)cc1 (configuration not stated)	10.1%	-2.6%	0.0%	1.2%	?	1.1	0.4%	0.9%	23.7%
Cc1ccc(S(=O)(=O)N2CCCCC2)cc1NC(=O)CN1C(=O)c2ccccc2S1(=O)=O	4.0%	i	-4.4%	7.4%	-3.8%	0.2	-19.2%	-3.4%	23.5%
Cc1csc(N(C(=O)c2cccc(S(=O)(=O)N(C)C)c2)c2ccccc2)n1	1.9%	i	3.3%[57.1 µM]	?	-6.8%[57.1 µM]	-4.3	-11.4%	-5.1%	2.0%
COc1cccc(NC(=O)CN(C)S(=O)(=O)c2ccc(C)cc2)c1	5.3%	-9.1%	-5.9%	-4.7%	-4.2%	-3.9	-13.2%	4.6%	40.1%[activator]
COc1ccc(S(=O)(=O)N/N=C/c2ccc(OCCN3CCOCC3)c(OC)c2)cc1	6.1%	7.2%	-0.6%	1.5%	-7.2%	1.9	-16.6%	3.9%	29.7%
O=C(CSc1nnc(-c2cccnc2)o1)Nc1cccc(Cl)c1	17.3%	i	2.4%	0.5%	13.1%	-0.8	-20.2%	2.2%	28.6%
Cc1ccc(S(=O)(=O)N2CCN(C(=O)COC(=O)COc3cccc4c3OC(C)(C)C4)CC2)cc1	6.3%	-8.1%	-0.7%	8.9%	7.7%	2.8	-14.1%	-0.7%	26.6%
O=C(CCc1ccccc1)Nc1cccc(S(=O)(=O)N2CCOCC2)c1	-6.7%	-0.3%	0.3%	-4.5%	8.1%	-3.7	-9.5%	-0.1%	34.3%
C[C@@H]1CN([C@H](C)CO)C(=O)c2cc(Br)cnc2O[C@H]1CN(C)Cc1ccccc1	-5.7%	-4.6%	.	.	.	2.6	29.1%	4.1%	.
C=C(C)CNC(=S)N/N=C\c1ccc2c(c1)OCO2	-0.2%	i	-2.0%	-9.6%	3.0%	-3.7	-19.3%	60.4%[activator]	-15.1%
CCN(CC)c1ccc(/C=N/NC(=O)CC(C)C)cc1	1.0%	1.5%	24.7%[57.1 µM]	-1.7%	-7.2%[57.1 µM]	2.6	-18.5%	2.9%	11.6%
CN1CCN(S(=O)(=O)c2cccc(C(=O)NCc3ccccc3Cl)c2)CC1	3.2%	-0.4%	2.6%[57.1 µM]	5.0%	1.9%[57.1 µM]	0.6	-3.8%	10.2%	10.5%
C/C(=C1/SC(N2CCOCC2)=NC1=O)c1ccc(Cl)cc1	1.0%	-0.6%	-2.3%	-2.8%	8.5%	6.0	-15.6%	-5.3%	37.0%
Cc1cccc(NC(=O)CSc2nnc(-c3ccco3)o2)c1	7.3%	-0.3%	-9.3%	-15.4%	-12.7%	-3.3	-8.9%	16.0%	25.9%
COc1cccc(NC(=O)CSc2nnc(-c3cccs3)o2)c1	2.9%	7.3%	2.8%	-13.2%	5.5%	0.6	?	2.5%	17.3%
CN(C1CCCCC1)S(=O)(=O)c1ccc2c(c1)c(=O)c(C(=O)N1CCN(c3ccc(F)cc3)CC1)cn2C	-7.1%	i	0.2%	0.2%	9.4%	-3.3	-18.9%	3.6%	17.8%
CC(=O)Nc1cccc(Oc2ccc([N+](=O)[O-])cc2Cl)c1	-2.8%	2.4%	-17.0%	-2.8%	-24.5%	0.5	-10.5%	1.8%	32.7%

# Entries of single compounds from above. Values in the order: IDH1 R132H inh | PGK inhibitor | TrxR1 substrate | Pin1 inh | TrxR1 inh | PI4K2A inh | USP1-UAF1 inh | GLS inhibitor | HP1b chromo inh
# CC1CCCC(NS(=O)(=O)c2cccc3nsnc23)C1C (configuration not stated) across the screens: 3.3% | -4.8% | -4.8% | -5.6% | 13.0% | 1.4 | -12.3% | -0.4% | 7.8%
# COc1ccc(CCC(=O)NCC23CC4CC(CC(C4)C2)C3)cc1 across the screens: -7.1% | 2.7% | 4.8% | 1.3% | 9.5% | 1.4 | -9.3% | -11.4% | 19.0%
# CN1CCN(S(=O)(=O)c2cccc(C(=O)NCc3ccccc3Cl)c2)CC1 across the screens: 3.2% | -0.4% | 2.6%[57.1 µM] | 5.0% | 1.9%[57.1 µM] | 0.6 | -3.8% | 10.2% | 10.5%
# c1ccc(-c2ncc3c(ccc4ccccc43)n2)cc1 across the screens: 1.1% | -5.6% | 4.8% | -4.4% | 12.2% | -3.3 | -14.0% | -0.5% | 35.0%
